# From PubChem
# EphB4 antag = antagonists of human EphB4-ephrin-B2 interaction; AID 720; hit rate 0.15% among 97,000; EphB4 LBD / TNYL-RAW-Alexa532 peptide, fluorescence polarization; P54760; inhibition, % at 7 µM;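 active means inhibition above the screen-wide mean inhibition plus 3 SD, cut at about 15% in these data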;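 further: 0% = DMSO wells and 100% = excess unlabeled TNYL-RAW peptide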
# Target sequence (P54760 whole entry, looked up, the tested form may be a part): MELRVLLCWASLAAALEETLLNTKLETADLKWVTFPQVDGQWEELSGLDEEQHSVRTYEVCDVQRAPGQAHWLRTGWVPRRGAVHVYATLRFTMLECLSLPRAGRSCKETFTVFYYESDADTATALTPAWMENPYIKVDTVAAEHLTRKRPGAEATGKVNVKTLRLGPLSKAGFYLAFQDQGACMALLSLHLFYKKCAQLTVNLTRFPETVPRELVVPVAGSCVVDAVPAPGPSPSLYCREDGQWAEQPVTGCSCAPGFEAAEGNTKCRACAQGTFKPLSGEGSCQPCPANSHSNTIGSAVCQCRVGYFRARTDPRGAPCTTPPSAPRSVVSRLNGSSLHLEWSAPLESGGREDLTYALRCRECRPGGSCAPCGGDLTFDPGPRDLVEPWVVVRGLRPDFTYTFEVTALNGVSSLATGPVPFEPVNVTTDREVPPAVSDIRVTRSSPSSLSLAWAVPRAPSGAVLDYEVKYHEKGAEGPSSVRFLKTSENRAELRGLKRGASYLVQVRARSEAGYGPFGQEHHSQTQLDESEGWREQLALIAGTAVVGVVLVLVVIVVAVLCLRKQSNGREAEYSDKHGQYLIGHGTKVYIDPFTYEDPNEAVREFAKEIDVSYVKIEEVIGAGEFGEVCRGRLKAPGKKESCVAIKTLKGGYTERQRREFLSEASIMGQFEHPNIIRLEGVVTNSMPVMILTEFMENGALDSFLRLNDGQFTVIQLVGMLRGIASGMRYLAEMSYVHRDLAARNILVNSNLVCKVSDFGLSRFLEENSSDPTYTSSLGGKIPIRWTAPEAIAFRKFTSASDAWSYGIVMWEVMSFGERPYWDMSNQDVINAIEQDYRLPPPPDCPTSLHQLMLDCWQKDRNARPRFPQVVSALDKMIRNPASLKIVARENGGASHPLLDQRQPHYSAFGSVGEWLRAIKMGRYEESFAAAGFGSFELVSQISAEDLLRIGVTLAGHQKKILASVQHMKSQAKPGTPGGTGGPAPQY
# HIV Rev-RRE inh = inhibitors of HIV-1 Rev-RRE RNA interaction | P05866 | hit rate 0.79% among 97,000 | Rev peptide-RRE RNA binding, FRET | inhibition, % at 8 µM | AID 704;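 active means inhibition above the screen-wide mean plus 3 SD, cut at about 35% in these data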;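 further: 0% = median DMSO wells and 100% = median Neomycin B control wells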
#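 Test system: labelled RRE RNA duplex and labelled Rev peptide. Times: 5 min compound–RNA preincubation, then 15 min with peptide, 25 °C. Doses: single-dose 8 µM. Measured by: FRET, excitation 480 nm, emission 540 nm donor and 671 nm acceptor. Measure: % inhibition of FRET ratio versus controls.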
# Calb biofilm kill = kills Candida albicans biofilms | C. albicans biofilm + clotrimazole, Alamar Blue | inhibition, % at 6 µM | hit rate 0.14% among 85,000 | AID 834;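 active means inhibition above 20%; inactive means inhibition below 20%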;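 further: preformed 24 hr biofilms exposed to compound for 48 hr; 0% = biofilm without compound and 100% = blank killed by clotrimazole plus chlorhexidine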
# CYP2C9 act = increases human cytochrome P450 2C9 activity; P11712; recombinant CYP2C9, luciferin-H conversion, luminescence; hits give high values; factor 1 = untreated enzyme, 0 = blocked; activation factor at 5 µM; hit rate 1.4% among 96,000;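 active means activation factor of 2 or more for CYP2C9 at a 5 µM dose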;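 further: 0 = sulfaphenazole-blocked wells and 1 = vehicle-only wells; values of inactives mirror those of a sister screen read the other way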
# PLK1 PBD inh = inhibitors of human Plk1 polo box domain binding. P53350. Plk1 PBD phosphopeptide binding, fluorescence polarization. inhibition, %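 (tested at about 20 µM)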. hit rate 0.13% among 97,000; in the data active means inhibition above about 34%, passing the limit was not always enough
# CYP2C9 inhib = human CYP2C9 inhibition; P11712; CYP2C9 Supersomes, luciferin-H conversion, luminescence; inhibition, % at 5 µM; hit rate 20% among 96,000;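 active means blocking of liver enzyme CYP2C9 beyond about 50% at 5 µM, limit read from the data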; further: values of inactives mirror those of a sister screen read the other way
# PLK1 kinase inh = inhibitors of human PLK1 kinase | inhibition, % at 10 µM | hit rate 0.53% among 97,000 | recombinant PLK1 kinase, TR-FRET peptide phosphorylation;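 active means inhibition of 50% or more in the single-concentration screen; inactive means inhibition below 50%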;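 further: 0% = DMSO max control and 100% = H-89 dihydrochloride min control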
# LYP inh 2 = inhibitors of human LYP (PTPN22) phosphatase; Q9Y2R2; recombinant LYP catalytic domain, DiFMUP fluorescence; inhibition, % at 2 µM; hit rate 0.21% among 96,000;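 active means inhibition at 2 µM at or above a set limit, the screen mean plus 3 SD, cut at about 24% in these data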;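 further: 0% = DMSO with enzyme and 100% = enzyme fully blocked by orthovanadate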
# PTPN22 act = increases human PTPN22 phosphatase activity | Q9Y2R2 | recombinant LYP, DiFMUP fluorescence; 0 = plate median, 100 = signal doubled | activation, % at 2 µM | hit rate 0.11% among 96,000 | AID 697;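 active means activation at 2 µM above a set limit, the mean plus 5 SD, cut at about 37% in these data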
# The depositor's hits bear a star; · = not tested or not shown.
entry	canonical_smiles	PLK1 kinase inh	CYP2C9 act	EphB4 antag	HIV Rev-RRE inh	PLK1 PBD inh	LYP inh 2	CYP2C9 inhib	PTPN22 act	Calb biofilm kill
1	Cc1ccc(N2C(=O)C(Cl)=C(N3CCN(C)CC3)C2=O)c(C)c1	-6	·	2	5	20	6	·	-5	2
2	COc1ccc(-c2csc(N(CCc3ccccc3)C(=O)COc3ccccc3)n2)cc1	-10	0.1	7	18	-2	8	92*	-5	·
3	O=C1CC(N2CCOCC2)C(=O)N1CCc1ccccc1 (stereo not drawn)	-7	0.9	-3	12	17	1	10	-1	9
4	COc1ccc(-c2nc(-c3cccc(C)c3)no2)cc1OC	-7	·	5	6	-25	-1	·	1	5
5	CCOC(=O)c1oc2ccccc2c1NC(=O)COc1ccc(F)cc1	-8	0.7	2	4	0	-2	28	1	11
6	C=CCSC1=N/C(=C\c2ccc3c(c2)OCO3)C(=O)S1	0	1	-6	10	13	-1	-2	2	5
7	CC(C)c1ccc(C(=O)N/N=C/c2cccc(Cl)c2Cl)cc1	-21	1.4	-6	13	-10	-4	-44	6	·
8	Cc1nnc(SC(C)C(=O)Nc2ccc(S(=O)(=O)N3CCCCCC3)cc2)s1 (stereo not drawn)	-2	0.6	5	15	4	11	44	-10	-4
9	CC1(C(=O)O)CCC(C(=O)NCCc2ccccc2)C1(C)C (stereo not drawn)	23	1.1	8	9	-8	-3	-10	2	3
10	O=C1C2CCCN2C(c2cccc(Br)c2)N1c1ccc(F)cc1 (stereo not drawn)	-18	0.9	-6	1	7	-13	12	9	3
11	CCOc1nc(Nc2ccc(OC)cc2)nc(OCC)n1	6	0.6	-4	2	-9	1	36	-2	5
12	c1ccc(-n2ncc3c(NCc4ccc5c(c4)OCO5)ncnc32)cc1	-14	·	-4	10	11	-16	·	12	7
13	COc1ccccc1OCCn1cc(C#N)c2ccccc21	-6	·	-5	9	-4	-2	·	0	4
14	Cc1noc(NS(=O)(=O)c2ccc(NC(=O)C34CCC(CC3)C4)cc2)c1C	-7	1	4	6	-12	-2	1	3	-1
15	CN(Cc1ccccc1)S(=O)(=O)c1ccc(NC(=S)NC(=O)C2CCCC2)cc1	-9	1	-1	-3	14	11	4	-7	·

entry	canonical_smiles	PLK1 kinase inh	CYP2C9 act	EphB4 antag	HIV Rev-RRE inh	PLK1 PBD inh	LYP inh 2	CYP2C9 inhib	PTPN22 act	Calb biofilm kill
16	Cc1cc(N2CCN(c3ccccc3)CC2)n2cc(-c3ccccc3)nc2n1	-8	0.6	0	7	-30	15	44	-12	·
17	O=C(CC12CC3CC(CC(C3)C1)C2)Nc1cccc2ncccc12	4	0.7	7	6	-2	6	27	-6	-1
18	Cn1c(=O)c2c(nc(SCC(=O)N3CCCCCC3)n2C)n(C)c1=O	-7	·	2	2	-6	1	·	-2	6
19	CC(C)(Oc1ccc(Cl)cc1)C(=O)Nc1cccnc1	-4	0.7	4	6	-7	-9	25	7	·
20	CSc1cc(C)n(-c2ccc(Cl)cc2)c(=S)c1C(C)=O	-8	0.6	5	6	-23	10	36	-14	·
21	COc1cc(OC)c(-n2c(C)cc(C=O)c2C)cc1Cl	-7	0.8	4	2	-17	19	17	-20	2
22	CN1Cc2cc(C(=O)c3ccccc3O)cnc2NC1=O	-7	0.9	4	5	-26	-2	6	6	1
23	COc1ccccc1-n1c(SCC(N)=O)nnc1-c1ccc(S(=O)(=O)N2CCCCC2)cc1	-11	0.5	5	0	-21	8	50	-8	10
24	CN(C)c1oc(-c2ccc(OCc3ccccc3)cc2)nc1C#N	-16	0.9	3	-4	-9	8	15	-11	1
25	COc1cc(CCN2C(=O)c3cccc4cccc(c34)C2=O)c(S(=O)(=O)NCCCO)cc1OC	0	0.6	2	2	-7	2	38	-2	·
26	Cc1cc(-c2c(C)[nH]n(-c3ccc(Cl)cc3)c2=O)n(-c2ccccc2)n1	-16	0.1	-4	-3	13	2	91*	0	·
27	Cc1ccc(S(=O)(=O)N2CCN(C(=O)CC3CCCC3)CC2)cc1	-10	1	3	5	-26	-3	1	2	·
28	COc1ccc(OC)c(NC(=O)C2CCCN2C(=O)C2CCC(C)CC2)c1 (stereo not drawn)	-8	0.4	-1	3	13	-2	57*	2	7
29	COc1ccc(CCNC(=O)CN(c2ccccc2)S(C)(=O)=O)cc1OC	0	1	0	3	-44	-8	5	10	5
30	COc1ccc(C(=O)NCC(=O)OCC(=O)N2CC(C)CC(C)C2)cc1 (stereo not drawn)	3	0.3	-2	1	9	-6	66*	8	3

entry	canonical_smiles	PLK1 kinase inh	CYP2C9 act	EphB4 antag	HIV Rev-RRE inh	PLK1 PBD inh	LYP inh 2	CYP2C9 inhib	PTPN22 act	Calb biofilm kill
31	CC1CCCCC1NC(=O)c1nn(C)c(=O)c2ccccc12 (stereo not drawn)	-16	·	-1	6	-25	0	·	3	10
32	COCCCNC(=O)CCc1nc2cccnc2n1Cc1ccccc1	-9	0.8	-2	0	10	0	15	-2	6
33	O=C(O)Cn1c(CC(=O)N2CCCC2)nc2ccccc21	-7	0.7	-11	4	-4	-4	27	1	3
34	O=S(=O)(c1ccc2c(c1)OCCO2)N1CCC(c2nc3ccccc3s2)CC1	-9	1.3	-4	-3	-1	0	-31	1	4
35	CCc1oc(C(=O)O)cc1COC	-4	1	-4	7	0	-2	1	0	6
36	CN(C)C(=O)N1CCN(C(=O)c2ccccc2Sc2ccccc2C#N)CC1	-4	0.9	0	7	4	4	11	-4	-3
37	O=S(Cc1ccc(Cl)cc1)CC(O)COc1ccc(Cl)cc1 (stereo not drawn)	2	0.8	6	6	-10	6	22	-8	9
38	Cc1ccc(N2C(=O)N(CC(=O)NC(c3ccccc3)c3ccccc3)C(=O)C2C)cc1 (stereo not drawn)	-11	0.8	8	4	11	-1	23	4	5
39	CCOc1ccc(CCNC(=O)c2cccc(N3CCCC3=O)c2)cc1OCC	-4	0.8	1	0	-9	0	18	1	-1
40	Cc1ccc(-n2ncc3c(=O)n(CC#N)cnc32)cc1	-6	1	-8	11	5	2	1	-2	8
41	COc1cccc(CN(Cc2cccnc2)S(=O)(=O)c2ccc(-n3cnnn3)c(C)c2)c1	26	0.8	-5	8	0	5	17	-8	6
42	FC(F)(F)c1ccccc1C1C2=C(Nc3ncnn31)c1ccccc1CCC2 (stereo not drawn)	-11	0.9	-3	10	-29	-3	8	2	·
43	COc1ccc2oc(/C=C/N(C)C)c(C(=O)c3ccc(Cl)cc3)c2c1	-13	0.8	-7	-1	-25	-4	16	8	·
44	COC(=O)Cn1nc(C)c2ccccc2c1=O	-5	·	1	10	12	-3	·	1	7
45	Cc1cccc(Cn2nnc3c2C(=O)c2ccccc2C3=O)c1	-11	·	4	7	4	-1	·	1	8

entry	canonical_smiles	PLK1 kinase inh	CYP2C9 act	EphB4 antag	HIV Rev-RRE inh	PLK1 PBD inh	LYP inh 2	CYP2C9 inhib	PTPN22 act	Calb biofilm kill
46	CCCC1(CCC)NC(=O)N(CC(=O)N2CCN(C(=O)c3ccco3)CC2)C1=O	-2	0.8	5	6	17	7	20	-4	·
47	Cc1ccc(CN(C(=O)CNC(=O)c2cccs2)C(C(=O)NCC2CCCO2)c2ccccc2)cc1 (stereo not drawn)	-2	0.9	-10	2	-30	0	6	4	·
48	CNC(=O)c1ccc(-c2sc3nc(N4CCOCC4)c4c(c3c2N)CCCC4)o1	9	0.1	0	8	-9	0	94*	-1	7
49	COc1cc(C)nc(OCCNC(=O)COc2ccc(Cl)cc2C)n1	-9	0.5	-1	5	-22	-4	46	-1	-1
50	CCCn1c(N)c(C(=O)COC(=O)c2c(C)noc2C)c(=O)n(C)c1=O	-9	0.5	5	9	-14	6	51*	-4	6
51	COc1ccc(CCNS(=O)(=O)c2cccc(C(=O)O)c2)cc1OC	-3	0.9	-1	4	-3	3	10	-5	2
52	CSCC[C@H](Nc1ncnc2sc(C)c(C)c12)C(=O)O	-11	0.2	-2	-1	0	-5	83*	4	12
53	CNC(=O)/C(=C\c1ccc([N+](=O)[O-])cc1)NC(C)=O	-8	1	1	6	-2	2	1	0	·
54	COc1cc(-c2nnc3sc(Cc4ccccc4)nn23)cc(OC)c1OC	-11	0.5	-1	7	-37	4	52*	-6	3
55	N#CC1=C(S)N(c2ccccc2)C(c2cccs2)NC1=O (stereo not drawn)	-8	0.7	-7	2	0	-1	30	6	·
56	CSc1ccc(Cl)c(C(=O)NCc2ccco2)c1	-7	1.1	-9	4	8	6	-12	-6	8
57	COC(=O)c1ccc(Cn2nc(C(F)(F)F)cc2C)cc1	-4	0.7	6	6	-14	7	27	-5	2
58	O=C(CN(c1ccc(Cl)cc1)S(=O)(=O)c1ccccc1)N/N=C/c1ccco1	-13	0.2	-5	7	22	7	82*	-9	·
59	Cc1oc(=O)c(NC(=O)c2ccccc2)cc1C(=O)c1ccccc1	-7	0.9	-3	-1	-14	2	14	2	·
60	CC(=O)N/C(=C/c1ccc(Cl)cc1)C(=O)NCCc1c[nH]c2ccccc12	-9	2.7*	0	4	9	6	-168	-3	·
